Screens from PubChem.
mHTT-CaM PPI inh = inhibitors of human mutant huntingtin-calmodulin interaction; AID 1671202; P42858; inhibition, % at 15 µM; 3.6% of 190,000 active; AlphaScreen His-mHTT/GST-CaM binding, luminescence;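 further: 0% = both proteins with DMSO and 100% = one protein alone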
Pf apPOL block = Pf-apPOL DNA polymerase inhibition; inhibition, % at 10 µM; 0.25% of 210,000 active; Recombinant Pf-apPOL, molecular beacon fluorescence, 1.5 h; AID 1794808
* hit, by the source's call; x = no result given; & = joins results of further samples. No stated cut-off is given here; in the data, active means inhibition above about 50%; inactive means the rest.

SMILES	mHTT-CaM PPI inh	Pf apPOL block
Cc1ccccc1CNC(=O)C1(C)CCCN(C(=O)c2ccc(Cl)cc2)C1 (stereo unspecified)	15.1	5.7
COc1ccc(N(C)C(=O)c2cc3cc4ccc(OC)cc4nc3s2)cc1	5.0	-4.7
O=C(NCCc1cccnc1)c1cc2cn(C3CC3)cc2s1	15.8	33.6
COc1ccc(N2C(=O)CC(Sc3nc(C)c4ccccc4n3)C2=O)cc1 (stereo unspecified)	5.8	-0.1
COc1cc(S(=O)(=O)NCCOC23CC4CC(CC(C4)C2)C3)c(C)cc1C	-23.0	-1.8
Cc1cc(C)nc(SCC(=O)Nc2ccc(Cl)cn2)n1	0.0&-1.6	1.2&0.7
Cc1nn(C)cc1C(=O)N1CCN(C(=O)c2ccco2)CC1	-10.3	-4.0
CCCN(CCC)S(=O)(=O)c1ccc(C(=O)Nc2c(Cl)c(Cl)cc(Cl)c2Cl)cc1	x	-4.6
O=C(Nc1ccccc1Cl)Nc1cccnc1Cl	0.0	-1.9
CCOc1ccc(-c2ccnc3c(C(=O)NCc4cc(F)cc(F)c4)cnn23)cc1	-23.0	-1.0

Some of the entries so far, with each value named.
Structure: Cc1cc(C)nc(SCC(=O)Nc2ccc(Cl)cn2)n1
  mHTT-CaM PPI inh: 0.0&-1.6; Pf apPOL block: 1.2&0.7
Structure: Cc1nn(C)cc1C(=O)N1CCN(C(=O)c2ccco2)CC1
  mHTT-CaM PPI inh: -10.3; Pf apPOL block: -4.0
Structure: CCCN(CCC)S(=O)(=O)c1ccc(C(=O)Nc2c(Cl)c(Cl)cc(Cl)c2Cl)cc1
  mHTT-CaM PPI inh: x; Pf apPOL block: -4.6
Structure: O=C(Nc1ccccc1Cl)Nc1cccnc1Cl
  mHTT-CaM PPI inh: 0.0; Pf apPOL block: -1.9

Going on with the list:
SMILES	mHTT-CaM PPI inh	Pf apPOL block
Cc1cccc(C(=O)N=c2sc(C)cn2CC(=O)N(C)C)c1	-5.0	-6.2
CCOc1ccc(C(O)=C2C(=O)C(=O)N(Cc3ccco3)C2c2ccc([N+](=O)[O-])cc2)cc1 (stereo unspecified)	8.4	-4.0
Cc1ccc([N+](=O)[O-])cc1NS(=O)(=O)c1ccc(F)cc1	1.3	-4.6
Cc1ccc(CC(=O)N2CCC3(CC2)NC(=O)c2ccc(F)cc2N3C)cc1	-14.7	-7.2
CC1CCCC(C)N1CCCNC(=O)C1c2ccccc2C(=O)N1Cc1ccc2c(c1)OCO2 (stereo unspecified)	-3.0	-11.7
c1ccc2c(-c3nnc(-c4ccc5nccnc5c4)o3)cccc2c1	x	-12.2
Cn1nc(-c2nc(C3CC3)no2)c2c1CCN(C(=O)c1cccs1)C2	4.8	-1.2
CCN1CCN(S(=O)(=O)c2ccc(C)cc2)CC1	-2.4	-185.4
CC(C)(C)NC(=O)c1ccc(-c2ccc(F)cc2)nc1	1.5	-3.1
O=[N+]([O-])c1ccc(CN2CCN(S(=O)(=O)c3ccccc3)CC2)cc1	5.5	-1.9
O=C(NCc1cc(F)ccc1F)C1CCc2sc(C(=O)N3CCCC3)cc2C1 (stereo unspecified)	2.6	-4.8
CCN(CC)C(=O)Oc1ccc2c(c1)OC(=Cc1cccc(OC)c1OC)C2=O	-2.9	0.4
OC(CN1CCCCC1)Cn1c2ccccc2c2ccccc21 (stereo unspecified)	3.3	-3.2
O=C(Nc1ccc(N2CCCN(Cc3cc(F)cc(F)c3)C2=O)cc1)C1CCCC1	2.0	-0.9
CCOc1ccc(NC=C2C(=O)OC3(CCCCC3)OC2=O)cc1	-1.8&6.0	-6.7&0.6
COc1ccc(C2CC(=O)C3=C(C2)Nc2ccccc2NC3c2cc(F)ccc2F)cc1 (stereo unspecified)	23.0	1.5
Fc1ccc(-c2nc(-c3cn(-c4ccc(F)cc4)nn3)no2)cc1	-4.9	-0.1
CCOc1ccc2c(=O)c(-c3ccc(OC)c(OC)c3)c(C(F)(F)F)oc2c1	8.0	-1.9
O=C(CCC1CCCN(c2cc(NC3CC3)ncn2)C1)NCc1ccc(F)cc1 (stereo unspecified)	4.0	-4.5
CCC(CC)C(=O)Nc1nnc2ccccn12	16.0	-4.1

For reference, 2 of the compounds above.
SMILES	mHTT-CaM PPI inh	Pf apPOL block
CCOc1ccc(NC=C2C(=O)OC3(CCCCC3)OC2=O)cc1	-1.8&6.0	-6.7&0.6
COc1ccc(C2CC(=O)C3=C(C2)Nc2ccccc2NC3c2cc(F)ccc2F)cc1 (stereo unspecified)	23.0	1.5

Next records
SMILES	mHTT-CaM PPI inh	Pf apPOL block
Cc1cccc(NCN2C(=O)S/C(=C\c3ccc(F)cc3)C2=O)c1	55.0*	-0.7
CNC(=S)Nc1ccc(Cl)cc1	-3.7	x
CC1CC(=O)C2=C(C1)OC(N)=C(C#N)C2c1ccc(-c2ccccc2)cc1 (stereo unspecified)	34.3	-1.7
COc1ccc2nc(-c3ccc(OC)c(NC(=O)c4cccs4)c3)cn2n1	37.2	-6.9
CC(C)NC(=O)C1CCCN(c2cnc3nccnc3c2)C1 (stereo unspecified)	-2.0	2.3
CCCN(CCO)Cc1ccc(OCC)cc1	-1.5	-0.3
COc1ccc(-c2cc(C(=O)O)c3cc(Br)ccc3n2)cc1OC	2.0	0.5
Cc1ccc(C)c(-c2cncc(C(=O)NC(C)C)c2)c1	-4.2	-2.0
Cc1cc(C2CCCN2C(=O)c2cc(-c3ccc4c(c3)OCO4)on2)on1 (stereo unspecified)	-3.2	6.4
O=C(Cc1ccc(F)cc1)Nc1ccc(S(=O)(=O)N2CCOCC2)cc1	4.7	-9.1
O=C1c2ccccc2C(=O)N1CN(C(=O)C(F)(F)F)c1ccc(Cl)c(Cl)c1	24.0	-1.3
CCC(=O)Nc1nonc1-c1nc2ccccc2n1Cc1ccc(Cl)c(Cl)c1	1.1	-5.9
N=c1n(CCOc2ccccc2)c2ccccc2n1CCN1CCOCC1	1.0	0.6
O=C(Cn1c(=O)[nH]c2ccsc2c1=O)Nc1ccc(F)cc1	0.0	1.9
CCOc1ccc(NS(=O)(=O)c2cc(Cl)ccc2OC)cc1	-7.1	-5.6
Cc1cccc(-n2ccnc(SCC(=O)Nc3cc(Cl)ccc3C)c2=O)c1	7.1	6.6
Cc1ccc2oc(C(=O)N3CCN(C(=O)c4ccco4)CC3)cc2n1	-24.9	-8.2
O=C(NCCCN1CCOCC1)C1CCC(=O)N1CCc1ccccc1 (stereo unspecified)	0.7	3.0
COc1ccccc1C(=O)C1Nc2ccccc2-c2nnc(SC)nc2O1 (stereo unspecified)	17.0	-3.1
O=C(NCc1ccccn1)c1ccc2c(c1)nc1n2CCCCC1	-3.4	-0.9

Reprinted at random: four entries already listed.
SMILES	mHTT-CaM PPI inh	Pf apPOL block
COc1ccccc1C(=O)C1Nc2ccccc2-c2nnc(SC)nc2O1 (stereo unspecified)	17.0	-3.1
O=C1c2ccccc2C(=O)N1CN(C(=O)C(F)(F)F)c1ccc(Cl)c(Cl)c1	24.0	-1.3
CCC(=O)Nc1nonc1-c1nc2ccccc2n1Cc1ccc(Cl)c(Cl)c1	1.1	-5.9
O=C(Cn1c(=O)[nH]c2ccsc2c1=O)Nc1ccc(F)cc1	0.0	1.9

Carrying on:
SMILES	mHTT-CaM PPI inh	Pf apPOL block
Cc1ccccc1NC(=O)c1ccc2c(c1)N(S(C)(=O)=O)CC2	-3.7	-2.7
CCOc1ccc(C(=O)Nc2ccccc2CC)cc1Br	-4.0	-8.6
CN1CCN(CC#CC2(O)CCCCC2)CC1	-2.6	1.9
O=C(O)c1ccc([N+](=O)[O-])c2c1NCC1CC=CC21 (stereo unspecified)	9.0&27.2	2.1&-9.5
Cc1cc([N+](=O)[O-])nn1CC(=O)NCc1cccs1	0.0	-1.2
CCOC(=O)C1=C(C)NC2(O)c3ccccc3C(=O)C12O (stereo unspecified)	x	-6.6
CCOC(=O)NNC(=S)Nc1ccc2c(c1)OCCO2	x	-2.8
COc1ccc(OCCCOc2ccc([N+](=O)[O-])cc2)cc1	1.7	-2.2
CN1C(=O)c2cccc(NC(=O)CSc3ccc(Cl)cc3)c2C1=O	-5.8	-7.2
CC1(C)CC(=O)C(C(C2=C(O)CC(C)(C)CC2=O)c2ccccc2Cl)C(=O)C1 (stereo unspecified)	10.0	3.9
COc1ccc(-c2nc3cc(NC(=O)c4cccc([N+](=O)[O-])c4)ccc3o2)cc1	-4.4	-3.5
CCN1CCn2cc(C(=O)NCc3c(C)cc(C)cc3C)nc2C1	7.6	-0.4
CCOc1ccc(NC(=O)CN2C(=O)C3C4CCC(C4)C3C2=O)cc1 (stereo unspecified)	2.3	2.8
Cc1noc(C2CN(C(=O)Nc3c(C)cccc3C)CC23CCOCC3)n1 (stereo unspecified)	-0.7	-3.9

Entries of single compounds, quoted from the list. Screens in order: mHTT-CaM PPI inh | Pf apPOL block
Results for CCN1CCn2cc(C(=O)NCc3c(C)cc(C)cc3C)nc2C1 : 7.6 | -0.4
Results for COc1ccc(-c2nc3cc(NC(=O)c4cccc([N+](=O)[O-])c4)ccc3o2)cc1 : -4.4 | -3.5

This is a subset, so the mix of outcomes need not match the whole.
